Source: PubChem
H37Rv inhibition: M. tuberculosis growth inhibition, HTS (AID 449762); M. tuberculosis H37Rv growth inhibition, 7H9 media; higher % means a stronger effect; inhibition, % at 25 µM; hits with a dose series show IC50 in µM; 330,000 tested, 0.59% active; in the data active means a potency from the dose series; inconclusive means inhibition above about 70% without an active follow-up result;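 further: bacterial growth assessed after seven days of incubation; strong numbers were not always called active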
Salmonella PhoP GFP: Inhibition of PhoP regulon, Salmonella typhi GFP reporter cells, confirmation, 4 h (AID 1850) | 310,000 tested, 0.33% active | inhibition, % at 50 µM; hits with a dose series show IC50 in µM | Salmonella Typhi PhoP-promoter GFP reporter, fluorescence, 4 h; higher % means a stronger effect; in the data active means a potency from the dose series; inconclusive means inhibition mostly from about 25% at the one dose, without a potency; inactive means the rest, 99 in 100 with inhibition below about 19%;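 further: 0% = induced wells with vehicle and 100% = uninduced wells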
H1N1 NS1A inhibition: H1N1 influenza NS1A inhibitors, functional cell based assay (AID 504329) | NS1A functional cell-based assay, percent inhibition; higher % means a stronger effect | inhibition, % at 12.5 µM; hits with a dose series show IC50 in µM | 340,000 tested, 0.3% active; in the data active means a potency from the dose series; inconclusive means inhibition above about 27% without an active follow-up result; further: strong numbers were not always called active
tuberculosis growth: growth inhibition of non-replicating M. tuberculosis (AID 488890). Mycobacterium tuberculosis non-replicating, growth inhibition; higher % means a stronger effect. one-dose inhibition, % at 25 µM; IC50 in µM for titrated hits. 320,000 tested, 0.39% active; in the data active means a potency from the dose series; inconclusive means inhibition mostly from about 82% at the one dose, without a potency; inactive means the rest, 99 in 100 with inhibition below about 76%;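 further: plate controls were DMSO cells for no effect and high antibiotic wells for full effect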
VEEV TC-83 Vero: inhibitors of VEEV TC-83 cytopathic effect, confirmation, Vero cells (AID 588727); Vero cells, VEEV TC-83 cytopathic effect inhibition; higher % means a stronger effect; one-dose inhibition, % at 20 µM; IC50 in µM for titrated hits; 350,000 tested, 0.13% active; in the data active means a potency from the dose series; inconclusive means inhibition mostly from about 14% at the one dose, without a potency; inactive means the rest, 99 in 100 with inhibition below about 12%; further: strong numbers were not always called active
VEEV TC-83 Vero 10K pilot screen: second read-out of VEEV TC-83 Vero, no call of its own (marks repeat the call); inhibition, %; measured here: 10K pilot screen inhibition
The depositor's hits bear a star; i = inactive; ? = inconclusive; / = no result given; & = joins results of further samples.

SMILES	H37Rv inhibition	Salmonella PhoP GFP	H1N1 NS1A inhibition	tuberculosis growth	VEEV TC-83 Vero	others
O=C(Nc1ccc(Cl)cc1)c1cc(S(=O)(=O)N2CCOCC2)cs1	4%	1%	-7%	19%	i
CC1Cc2ccccc2N1C(=S)NC(=O)C1(C)CC1(Cl)Cl (configuration not stated)	?	-2%	-4%	?	0.1%
C/C(=N\NC(=O)c1ccc(F)cc1)c1cccc(NC(=O)c2ccco2)c1	3%	-2%	0%	22%	12%
Cc1ccc(S(=O)(=O)c2cc(OC(=O)c3ccco3)ccc2OC(=O)c2ccco2)cc1	-5%	-1%	-1%	10%	i
O=C1CC(c2nc3ccccc3[nH]2)CN1c1ccccc1F (configuration not stated)	-10%	-4%	4%	-19%	0.4%
COc1ccccc1N(/N=C1\Sc2ccccc2C1=O)C(C)=O	4%	4%	15%	-3%	2.1%
CCOc1ccc(Nc2nc(N)c([N+](=O)[O-])c(N3CCN(CC)CC3)n2)cc1	-12%	-2%	7%	-5%	2.0%
CC1CCCC(C)N1C(=O)CSc1nnc(COc2ccccc2)n1-c1ccccc1 (configuration not stated)	-7%	-13%	3%	0%	i
CN1C(=O)/C(=C/c2ccccc2Cl)Sc2ccc(C(=O)N3CCCC3)cc21	70%	-4%	5%	60%	11%
CCCCNC(=O)NC1C(NC(=O)NCCCC)N(C)C(=O)N1C (configuration not stated)	4%	-2%	0%	-8%	2.6%
O=C(COc1ccccc1)N1CCCC1	5%	-2%	-7%	59%	0.4%
COc1ccc(NC(=O)CSc2nnc(CNC(=O)c3ccco3)o2)c(OC)c1	-4%	-1%	22%	-17%	0.7%
CCOc1ccc2[nH]c3c(NCCC(C)C)ncnc3c2c1	8%	1%	-4%	34%	2.7%
CCc1ccccc1Cn1c(=O)oc2cccnc21	0%	-1%	-27%	-8%	1.6%
COc1ccccc1/C=C1\CCC(C2CCCC2)C1=O (configuration not stated)	-20%	-4%	-10%	51%	2.3%
C=CCn1c(SCC(=O)Nc2cccnc2Cl)nnc1-c1ccc(C(C)(C)C)cc1	-12%	2%	-2%	30%	2.6%
O=C1CC(c2ccco2)CC(O)=C1C=NCCN1CCN(C2CC(=O)N(c3ccccc3)C2=O)CC1 (configuration not stated)	/	/	-11%	/	4.2%
CN1CCN(S(=O)(=O)c2ccc(Br)s2)CC1	-3%	17%	0%	-14%	3.5%
O=C1CS(=O)(=O)N(Cc2ccccc2F)c2ccc(Br)cc21	/	/	-22%	/	3.6%
CC(=O)[C@@]12O[C@@H]1C[C@H]1[C@@H]3CC[C@H]4C[C@@H](O)CC[C@]4(C)[C@H]3CC[C@@]12C	2%	-2%	-5%	4%	0.2%
CCOC(=O)c1c(C)c(C(=O)NCC2CCCO2)c(C)n1CC (configuration not stated)	-7%	-14%	2%	8%	1.8%
COc1ccc(C(=O)C2CCCN(C(=O)c3cccc(Cn4cccn4)c3)C2)cc1F (configuration not stated)	-7%	-7%	1%	2%	0.7%
COc1cccc(OC)c1C(=O)NNC(=O)c1cccc(COc2ccc3c(c2)CCC3)c1	-6%	-7%	4%	/	2.1%
CC(=O)c1ccc(OC(=O)c2ccc(Br)o2)cc1	2%	-3%	12%	79%	0.2%
Cc1cccc(N2C(=O)c3cccc(Oc4ccc(Cl)cc4)c3C2=O)c1	1%	-4%	-8%	31%	i
CC1=C(C)CC(C(=O)Nc2ccc(C(N)=O)cc2)C(C(=O)O)C1 (configuration not stated)	-1%	2%	10%	54%	1.0%	VEEV TC-83 Vero 10K pilot screen=0.3
NNC(=O)c1[nH]c2ccc(Br)cc2c1-c1ccccc1	58%	6%	-6%	-18%	?
Cc1ccc(C(=O)NCCC(=O)N2CCOCC2)cc1	-3%	-3%	-8%	10%	0.1%
CCCCN(C(=O)NC(=O)Nc1ccccc1OCC)S(C)(=O)=O	-4%	-4%	3%	0%	8.8%
O=C(Cc1cccc(NC(=O)C2CCN(C(=O)C3CCC3)CC2)c1)Nc1cccc(C(=O)N2CCCC2)c1	0%	/	9%	11%	1.1%	VEEV TC-83 Vero 10K pilot screen=1.0
CCC(Oc1ccccc1)C(=O)Nc1nc2ccccc2[nH]1 (configuration not stated)	?	-13%	-8%	?	7.4%	VEEV TC-83 Vero 10K pilot screen=3.4
O=C(CSc1nc2ccccc2c(=O)[nH]1)Nc1ccc(C(=O)O)cc1	-6%	5%	6%	-5%	0.2%
N#Cc1ccccc1OCC(=O)NNC(=O)CCC1CCCC1	0%	/	-5%	6%	4.4%
O=S(=O)(O)c1cccc2cccc(Nc3ccccc3)c12	-9%	12%	-16%	-14%	5.2%
CN1CCN(C(=O)/C(=C/c2cn(S(=O)(=O)N(C)C)c3ccccc23)NC(=O)c2ccccc2F)CC1	-2%	-7%	-13%	1%	6.3%
CC(OC(=O)C1CCCCC1)C(=O)Nc1ccc(S(N)(=O)=O)cc1 (configuration not stated)	-8%	/	2%	-5%	8.0%
Cc1nn2c(N3CCN(CCO)CC3)c3c(nc2c1-c1ccccc1)CCCC3	0%	5%	6%	55%	3.6%
C=CCn1c(C)nnc1SCC(=O)NC1CCCCC1	-3%	2%	3%	-7%	4.6%
CC(=O)Oc1ccc(/C=N\NC(=O)c2cc3c(ccc4ccccc43)o2)cc1	58µM*	-10%	-3%	42%	5.2%
C/C(CCN1CCc2nc(-c3ccccc3)c(-c3ccccc3)cc2C1)=N\OC[C@@H](C)[C@H](OCc1ccccc1)C(C)C	-2%	-2%	/	20%	/
CCCN(CC(=O)Nc1ccccc1C)C(=O)c1ccc(C(=O)c2ccccc2)cc1	4%	-2%	1%	/	6.2%
CCOC(=O)Nc1ccc(S(=O)(=O)N(C)C(C)C)cc1	-3%	-7%	-2%	5%	1.2%
CC(=NCC1CCCO1)c1c(O)n(-c2ccc(Cl)cc2)c(=O)[nH]c1=O (configuration not stated)	-10%	-1%	3%	9%	3.8%
COc1cc(-c2[nH]ncc2CN2CCSCC2)cc(OC)c1OC	1%	6%	-7%	2%	?
Cc1cnc(C(=O)OC(C)C(=O)NC2CCCc3ccccc32)cn1 (configuration not stated)	-3%	-3%	-7%	-5%	i
CC(C)OC(=O)N(C)c1ccc(C(O)(C(F)(F)F)C(F)(F)F)cc1	-5%	1%	-13%	2%	i
Cc1cccc(NC(=O)C2CCN(S(=O)(=O)c3c(C)[nH]c(=O)[nH]c3=O)CC2)c1	-1%	11%	-8%	-3%	0.3%
CCOC(=O)NCc1ccc(Cl)c(Cl)c1	2%	5%	-2%	53%	4.2%

Reprinted at random: 2 records from the list
SMILES	H37Rv inhibition	Salmonella PhoP GFP	H1N1 NS1A inhibition	tuberculosis growth	VEEV TC-83 Vero	others
Cc1nn2c(N3CCN(CCO)CC3)c3c(nc2c1-c1ccccc1)CCCC3	0%	5%	6%	55%	3.6%
CC(C)OC(=O)N(C)c1ccc(C(O)(C(F)(F)F)C(F)(F)F)cc1	-5%	1%	-13%	2%	i

(cont.)
SMILES	H37Rv inhibition	Salmonella PhoP GFP	H1N1 NS1A inhibition	tuberculosis growth	VEEV TC-83 Vero	others
CN1C2C=C(N(CCc3c[nH]c4ccccc34)C(=O)c3ccc(Cl)cc3)CC1CC2 (configuration not stated)	-6%	-2%	11%	47%	5.4%	VEEV TC-83 Vero 10K pilot screen=0.2
CN(C)S(=O)(=O)c1ccc(C(=O)OCc2nnc(-c3ccccc3)o2)cc1	19%	14%	-9%	60%	0.4%
CC1CC(C)CN(CCCNC(=O)CCC(=O)N2CCOc3ccccc32)C1 (configuration not stated)	3%	-2%	-4%	-17%	0.9%
CCOC(=O)Cc1csc(N/N=C/c2ccc(Cl)cc2)n1	-10%	3%	-14%	-16%	i
Cc1nc(N)c(C#N)c(-c2cccnc2)c1C	-9%	-2%	-1%	-22%	7.4%
COc1ccc(N2CCN(CCCNC(=O)c3cc4sccc4n3C)CC2)cc1	2%	3%	39µM*	59%	i
CN(C)c1ccc(-c2cccc(C3CC=CC4C3C(=O)N(Cc3ccccc3)C4c3ccc4ccccc4c3)c2)cc1 (configuration not stated)	-2%	-4%	8%	1%	1.1%
CCOC(=O)C1=C(Nc2ccccc2)CC(C)(O)C(C(=O)OCC)C1c1ccc(Cl)cc1 (configuration not stated)	-3%	-6%	16%&-6%	8%	2.5%
Cc1ccc(CCNC(=O)C2CCCN(c3ncnc4c3nc3n4CCCCC3)C2)cc1 (configuration not stated)	2%	-5%	-1%	27%	3.9%
CC(C)CCNC(=O)C1CC(c2ccccc2C(F)(F)F)=NO1 (configuration not stated)	-6%	1%	-9%	43%	0.1%
COc1cc(OC)cc(C(=O)Nc2nc3ccc(S(C)(=O)=O)cc3s2)c1	14%	-7%	-1%	2%	5.4%
Cc1ccc(Nc2nc(N)c([N+](=O)[O-])c(N3CCCC(C)C3)n2)cc1C (configuration not stated)	100µM*	-3%	28%	43%	5.3%
CC(C)(C)n1nc(Cc2cccc3ccccc23)c2c(N)ncnc21	11%	-6%	5%	21%	5.5%	VEEV TC-83 Vero 10K pilot screen=6.6
CCOc1ccc(NC(=O)CN2CCCC2c2cccs2)cc1S(=O)(=O)N1CCCC1 (configuration not stated)	-7%	/	-6%	34%	4.7%
S=c1[nH]nc(-c2cc(-c3ccccc3)n[nH]2)n1/N=C/c1cccs1	6%	0%	4%	-5%	8.2%
COc1ccc(-c2nc(N)n(C(=O)c3ccccc3)n2)cc1	/	/	4%	/	1.4%
COc1cc(NS(=O)(=O)c2ccc(NC(=S)Nc3ccccc3)cc2)nc(OC)n1	6%	25%	-1%	66%	1.6%

In the list so far, these have two or more sulfur atoms:
SMILES	H37Rv inhibition	Salmonella PhoP GFP	H1N1 NS1A inhibition	tuberculosis growth	VEEV TC-83 Vero	others
O=C(Nc1ccc(Cl)cc1)c1cc(S(=O)(=O)N2CCOCC2)cs1	4%	1%	-7%	19%	i
CN1CCN(S(=O)(=O)c2ccc(Br)s2)CC1	-3%	17%	0%	-14%	3.5%
COc1cc(OC)cc(C(=O)Nc2nc3ccc(S(C)(=O)=O)cc3s2)c1	14%	-7%	-1%	2%	5.4%
CCOc1ccc(NC(=O)CN2CCCC2c2cccs2)cc1S(=O)(=O)N1CCCC1 (configuration not stated)	-7%	/	-6%	34%	4.7%
S=c1[nH]nc(-c2cc(-c3ccccc3)n[nH]2)n1/N=C/c1cccs1	6%	0%	4%	-5%	8.2%
COc1cc(NS(=O)(=O)c2ccc(NC(=S)Nc3ccccc3)cc2)nc(OC)n1	6%	25%	-1%	66%	1.6%
